# Screening results: PubChem BioAssay, Broad Institute
# S100A4 inh HTS: blocks human S100A4 binding to myosin IIA peptide | AID 652163 | S100A4/TAMRA-MyoIIA peptide fluorescence polarization | P26447 | inhibition, % at 10.7 µM | 360,000 compounds, 0.14% hits;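 active means mean inhibition of at least 70% across replicates, with every replicate also reaching that level; inconclusive means mean inhibition reaches 70% but some replicates fall short; inactive means mean inhibition below 70%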
#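 Test system: S100A4 monomer protein. Medium: HEPES buffer with Ca2+, pH 7.2. Reagent: fluorescent myosin IIA peptide, 5 nM. Compound dosing: single-point compound testing. Timing: 5 min between mix addition and reading. Benchmarks: DMSO neutral and TFP positive wells.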
# RAD54 branch: inhibitors of human RAD54 branch migration | RAD54 Holliday junction branch migration, FAM/BHQ fluorescence | inhibition, % at 10.4 µM | 360,000 compounds, 0.14% hits;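 active means mean normalized replicate activity at least 40 and at least half of replicates scoring 40 or more; inconclusive means only one of the two criteria met; inactive means mean below 40 and under half of replicates reaching 40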;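 further: 0% = median of neutral control wells and 100% = median of positive control wells; inhibitors cause a drop in the FAM fluorescence signal; in these data hits start at about 50%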
# E-sel inducer: induces E-selectin expression in human endothelial cells | HUVEC E-selectin immunofluorescence imaging; normalized: neutral wells 0, TNF-alpha wells 100 | AID 686992 | 260,000 compounds, 0.37% hits | activation, % at 7.58 µM;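 active means mean E-selectin-positive cell signal at least 10% of the positive control, reached in at least 60% of replicates, without over 20% cell loss; inconclusive means no rule given, readout overlaps actives, possibly toxicity-flagged; inactive means the rest, including those meeting only one limit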;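 further: in these data hits start at about 27%; measured in HUVEC primary endothelial cells; signal is the percent of cells scored E-selectin positive by PE staining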
# Target sequence (P16581 whole entry, looked up): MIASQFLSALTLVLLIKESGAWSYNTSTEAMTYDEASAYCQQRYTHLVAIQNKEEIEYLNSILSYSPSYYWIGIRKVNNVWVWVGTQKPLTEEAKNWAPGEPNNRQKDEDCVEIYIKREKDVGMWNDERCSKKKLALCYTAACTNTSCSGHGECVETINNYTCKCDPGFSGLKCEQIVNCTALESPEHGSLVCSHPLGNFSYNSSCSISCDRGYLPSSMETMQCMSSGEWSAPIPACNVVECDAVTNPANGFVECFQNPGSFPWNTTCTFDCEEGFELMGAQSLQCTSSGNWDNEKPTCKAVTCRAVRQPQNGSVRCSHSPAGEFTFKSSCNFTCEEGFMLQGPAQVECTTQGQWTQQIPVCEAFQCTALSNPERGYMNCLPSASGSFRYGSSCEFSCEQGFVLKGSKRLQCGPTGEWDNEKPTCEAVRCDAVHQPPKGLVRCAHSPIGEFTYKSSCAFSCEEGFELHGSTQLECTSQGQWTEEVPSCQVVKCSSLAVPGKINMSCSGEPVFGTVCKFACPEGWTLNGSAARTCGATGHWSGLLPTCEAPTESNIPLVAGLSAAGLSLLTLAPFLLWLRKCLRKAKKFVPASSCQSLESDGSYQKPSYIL
#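 assay system = HUVEC, human umbilical vein endothelial cells | input = 3,000 HUVEC seeded per well | medium = EGM-2 growth medium on 0.1% gelatin-coated wells | dosing = one compound dose added by pin transfer | signal = immunofluorescence imaging | read-out basis = % PE-positive cells | control set = TNF-alpha, DMSO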
# Xi reactivation: X-chromosome reactivation activator; XiGFP mouse fibroblasts, % GFP-positive cells imaging, 3 d; cells co-treated with 5-aza-dC sensitizer; scaled so ellipticine positive control = 100%; activation, % at 7.58 µM; 360,000 compounds, 0.055% hits;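 active means mean normalized replicate activation at least 10% and every replicate at or above 10%; inconclusive means only one of the two criteria met; inactive means mean below 10% and not all replicates reach 10%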;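 further: 0% = median of on-plate neutral control wells and 100% = ellipticine 6 µM median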
#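 System: SV40-immortalized XiGFP fibroblast cells, line 68-5-11 / Incubation: 3-day compound exposure, then 15 min fixation at room temperature / Compound: single concentration per compound, delivered by pin transfer / Buffer or medium: DMEM plus 5-aza-dC sensitizer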
# esBAF inh: SWI/SNF esBAF complex inhibition; mouse ES cells, Bmi1-luciferase knock-in reporter, 24 h; 100% = twice the neutral-well signal; reporter increase, % at 12.5 µM; 350,000 compounds, 2% hits; AID 602393; in the data active means activation above about 40%; inconclusive means no clear call, values can overlap the other calls;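 further: 0% = median of the plate's neutral control wells and 100% = double that signal; a rise in the Bmi1 reporter signal indicates esBAF inhibition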
# ERAP1 HTS inh: ERAP1 (human) enzyme inhibition; recombinant ERAP1, Leu-AMC fluorescence, 60 min; inhibition, % at 10.7 µM; 340,000 compounds, 0.15% hits; AID 652197;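 active means mean replicate inhibition of at least 30%, or all replicates individually reaching that 30% level; inactive means mean below 30% and not every replicate reaching it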;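 further: 0% = neutral control wells and 100% = L-leucinethiol positive control wells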
# ERp5 inh: blocks human ERp5 reductase activity on insulin. Q15084. ERp5 insulin aggregation, absorbance 650 nm, 90 min. inhibition, % at 9.99 µM. 350,000 compounds, 0.05% hits. AID 651711;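 active means mean replicate inhibition above about 25%, with every replicate also reaching it, limit read from the data, passing the limit was not always enough; inconclusive means only one of those two criteria met; inactive means neither criterion met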
# Target sequence (Q15084 whole entry, looked up): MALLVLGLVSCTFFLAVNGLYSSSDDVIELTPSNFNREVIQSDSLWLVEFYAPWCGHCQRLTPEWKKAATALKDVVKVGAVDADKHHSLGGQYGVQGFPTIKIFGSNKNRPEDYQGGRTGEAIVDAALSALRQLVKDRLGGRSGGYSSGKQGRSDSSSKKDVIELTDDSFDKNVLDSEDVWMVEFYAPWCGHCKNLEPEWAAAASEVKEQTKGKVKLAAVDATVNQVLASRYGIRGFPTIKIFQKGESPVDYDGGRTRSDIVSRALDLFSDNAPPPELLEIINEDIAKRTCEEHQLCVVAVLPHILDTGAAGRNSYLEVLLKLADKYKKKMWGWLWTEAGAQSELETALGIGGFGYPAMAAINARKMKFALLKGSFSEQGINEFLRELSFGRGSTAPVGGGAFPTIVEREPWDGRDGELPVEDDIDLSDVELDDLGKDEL
# RAD52 inh: inhibitors of human RAD52 DNA annealing; recombinant RAD52 DNA annealing, FRET fluorescence; inhibition, % at 18.7 µM; 360,000 compounds, 0.46% hits;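 active means every replicate showing at least 50% inhibition; inconclusive means mean inhibition at least 50% but not in every replicate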
# * marks the source's active call; other numbers are inactive results; u = inconclusive; x = not tested or not shown; & = joins results of further samples.
SMILES,S100A4 inh HTS,RAD54 branch,E-sel inducer,Xi reactivation,esBAF inh,ERAP1 HTS inh,ERp5 inh,RAD52 inh
CN(C)C(=O)C[C@@H]1CC[C@H](NC(=O)C2CCC2)[C@H](CO)O1,16,-2,-0.3,-0.2,-3,-2,4,8
O=C(C(=O)N1CCN(C/C=C/c2ccccc2)CC1)c1ccccc1,-5,x,-6.8,0.0,x,x,-3,-9
CN(c1ccccc1)S(=O)(=O)c1ccc(NC(=O)c2cccs2)cc1,2,x,3.6,0.0,x,3,9,-16
Cc1nc2ccccc2c(=O)n1-c1cccc(NS(=O)(=O)c2ccccc2)c1,1,x,5.9,0.3,x,-5,-1,-10
CC(C)N1CCC(C)(C(=O)Nc2ccc(Cl)c(Cl)c2)C1 (stereo unspecified),-2,0,0.2,0.0,-8,0,4,-9
CC(=O)N1CCN(C(=O)c2cccc(NS(=O)(=O)c3ccc(Br)cc3)c2)CC1,-6,x,0.2,0.0,x,-9,3,-10
CO[C@H]1CC[C@@H]2CCN(C)C(=O)C[C@@H](c3ccccc3)CN(C)C(=O)c3cc(C#N)ccc3OC[C@@H]1O2,-12,-1,0.5,-0.1,0,0,3,-4
C[C@H](CO)N1C[C@H](C)[C@H](CN(C)C(=O)Nc2ccc(N3CCN(C)CC3)cc2)OCc2cnnn2CCCC1=O,0,4,0.1&0.1,-0.1&0.1,-4,-1,1,-15
COC1c2ccccc2C(=O)N1Cc1ccc(F)cc1 (stereo unspecified),2,13,-0.1,0.1,6,1,0,-12
CN(C)C=NC(=O)c1cc(C(=O)c2ccc(C(C)(C)C)cc2)c[nH]1,-7,x,0.0,0.3,x,-2,3,-19
CO[C@H]1CN(C)C(=O)c2cc(NS(=O)(=O)c3cccc(F)c3)ccc2OC[C@H](C)N(Cc2cc(F)ccc2F)C[C@@H]1C,9,-5,-0.3,0.2,12,-1,0,-2
CCCN(C)C1CN(Cc2cn(Cc3ccc(F)cc3)nn2)S(=O)(=O)C1 (stereo unspecified),-5,x,1.3,0.2,x,x,-1,-9
O=[N+]([O-])c1ccc(OCc2cn([C@@H](CO)c3ccccc3)nn2)c(Br)c1,-6,10,-0.2,0.0,1,-1,8,-6
O=C(COC(=O)c1c(Cl)cccc1Cl)NCc1cccs1,2,5,0.8,0.0,0,2,1,-10
O=C(N/N=C/c1ccccc1)c1ccc(NC(=O)c2ccc(F)cc2)cc1,1,-1,x,0.0,58*,-4,-1,-7
COC(=O)C(CC(=O)c1ccc(Cl)cc1)c1ccccc1 (stereo unspecified),-2,-4,x,0.1,8,-1,0,5
Cc1ccc(S(=O)(=O)Nc2ccc3c(c2)CC(=O)N([C@@H](C)CO)C[C@H](C)[C@H](CN(C)S(=O)(=O)c2ccc(F)cc2)O3)cc1,x,-3,-0.3,-0.7,-2,x,x,x
C[C@@H]1CN([C@@H](C)CO)C(=O)c2cc(/C=C/c3ccccc3)cnc2O[C@@H]1CN(C)S(=O)(=O)c1ccccc1,11,-5,0.1,-0.1,5,0,5,11
Cc1ccc(S(=O)(=O)N[C@H](C(=O)N2CCC(C(=O)N[C@H](C(=O)O)c3ccccc3)CC2)C(C)C)cc1,6,-6,x,x,1,0,-3,-6
Cc1ccc(-c2csc3nc4c5ccccc5c(NCCCN(C)C)nn4c(=O)c23)cc1,-5,53*,x,0.0,-14,4,7,97*
O=C(CSc1nc2ccccc2c(=O)n1Cc1ccc(F)cc1)NCc1cccs1,30,x,x,0.0,x,12,5,-18
C=C(C)C(=O)Nc1ccc2c(c1)OCCOCCOCCO2,-5,-1,4.4,0.4,x,-7,-2,13
Cc1cnc(C(=O)OCC(=O)Nc2cccc3ccccc23)cn1,4,8,x,0.2,-3,-2,4,-12
O=C(CSc1ccc2nnc(-c3ccc(Cl)cc3)n2n1)N1CCc2ccccc21,-5,0,0.0,-0.1,-10,-4,2,-8
CCCCNC(=O)CCC(=O)Nc1ncc(-c2ccc(C)cc2)n1C,8,6,x,x,-4,2,4,-22
Cc1ccc2c(C)c(C(=O)N3CCN(c4cnccn4)CC3)oc2c1C,-7,12,0.0,0.2,38,0,0,-8
CO[C@H]1O[C@H](C)[C@@H](O)C[C@H]1NC(=O)OCc1ccccc1,0,0,0.2,0.3,-8,-3,3,-12
Cc1[nH]n(-c2ccc([N+](=O)[O-])cc2)c(=O)c1C=NCC1CCCO1 (stereo unspecified),0,-1,x,0.0,x,-4,5,-2
CCCNC(=O)Nc1ccc2c(c1)OC[C@H](C)N(C)C[C@@H](C)[C@@H](OC)CN(C)C2=O,5,-1,-0.1,0.3,1,0,-2,-7
Cc1cccc(NC(=O)Nc2ccc3c(c2)N(C)C(=O)CS3)n1,6,-13,-0.1,0.0,49*,2,2,-43
O=C(O)COc1ccc2c(c1)O/C(=C\c1cccs1)C2=O,-6,1,0.0,0.1,-12,10,3,-34
Cc1ccc(S(=O)(=O)N(C)C[C@@H]2Oc3ccc(NC(=O)Cn4cnnn4)cc3C(=O)N([C@@H](C)CO)C[C@H]2C)cc1,-8&-8,1&-9,-0.2&-0.5,0.0&0.0,-5&0,-1&0,-5&-1,-6&-44
CO[C@@H]1CN(C)C(=O)c2ccc(NC(=O)c3ccc(Oc4ccccc4)cc3)cc2OC[C@@H](C)NC[C@H]1C,0,-8,-0.1,0.4,-8,-1,-4,48
CCCN(CC(=O)Nc1ccc(F)c(F)c1F)C(=O)c1ccc(N2CCCC2=O)cc1,-1,-2,-0.2,0.4,2,4,4,-5
O=C(C1CCCCC1)N1CC[C@@H]2[C@H](CO)Nc3ccc(C#Cc4ccc(F)cc4)cc3[C@@H]21,-23,5,22,0.0,3,1,2,-8
C#CCN1C(=O)S/C(=C\c2ccc(-c3ccc(C(=O)O)cc3C)o2)C1=O,9,-5,x,0.3,86*,6,2,-68
C/C=C/c1ccc([C@H]2[C@@H](CO)N(C(=O)c3cnccn3)C23CN(C(C)=O)C3)cc1,-2,x,-0.1,0.0,x,-1,-5,-9
CCn1c(=O)c([N+](=O)[O-])c(NC2CCS(=O)(=O)C2)c2ccccc21 (stereo unspecified),-7,x,x,0.1,x,-2,-2,4
COc1ccc(C2/C(=C(/O)c3ccccc3)C(=O)C(=O)N2C)c(OC)c1 (stereo unspecified),1,-6,0.1,0.1,0,-1,2,0
COc1ccc(-c2cc(C(F)(F)F)n3nc(C(=O)N4CCN(C(=O)c5ccco5)CC4)cc3n2)cc1,-1,-12,0.5,0.4,14,-3,6,-2
CC(C(=O)Nc1ccc(OCc2ccccc2)cc1)N1CCCC1 (stereo unspecified),6,6,2.2,0.0,13,-3,3,-9
CCn1c(=O)c([N+](=O)[O-])c(NCc2ccco2)c2ccccc21,-2,10,3.4,0.0,x,x,5,-21
O=S(=O)(N[C@H]1CC[C@H](CCn2cc(-c3cccnc3)nn2)O[C@@H]1CO)c1ccc(F)cc1,-5,-1,1.1,-0.4,2,1,3,-6
COc1ccc(C(=O)CSc2nc3ccccc3n2CC(=O)c2ccccc2)cc1,u,-16,x,x,2,-3,5,-24
Oc1ccc(N2CCN(C(c3cccnc3)c3nnnn3Cc3ccccc3)CC2)cc1 (stereo unspecified),-1,-8,x,x,1,0,1,7
CCCNC(=O)Nc1ccc2c(c1)OC[C@@H](C)N(CCC(F)(F)F)C[C@H](C)[C@H](OC)CN(C)C2=O,6,-1,-0.8,-0.4,1,x,9,-16
O=C(COC(=O)/C=C/c1ccccc1)NCc1ccc2c(c1)OCO2,7,3,0.1,0.1,-3,2,-1,-3
O=C(C[C@@H]1C[C@@H]2c3cc(NC(=O)Nc4ccccc4F)ccc3O[C@@H]2[C@H](CO)O1)NCc1ccccn1,0,-3,0.6,0.0,3,0,5,-1
COc1ccc(NS(=O)(=O)c2cc(NC(=O)C3=NN(c4ccccc4)C(=O)CC3)ccc2C)cc1,-1,0,1.9,0.1,-4,-2,3,-17
O=C(Cc1cccc(NC(=O)C2CCCN(C(=O)C3CCC3)C2)c1)Nc1ccc(C(=O)N2CCCCC2)cc1 (stereo unspecified),-1,-4,0.0,0.0,4,8,-4,11

# Some of these compounds in order of SMILES length, smallest number first:
SMILES,S100A4 inh HTS,RAD54 branch,E-sel inducer,Xi reactivation,esBAF inh,ERAP1 HTS inh,ERp5 inh,RAD52 inh
CC(C(=O)Nc1ccc(OCc2ccccc2)cc1)N1CCCC1 (stereo unspecified),6,6,2.2,0.0,13,-3,3,-9
CCn1c(=O)c([N+](=O)[O-])c(NCc2ccco2)c2ccccc21,-2,10,3.4,0.0,x,x,5,-21
Oc1ccc(N2CCN(C(c3cccnc3)c3nnnn3Cc3ccccc3)CC2)cc1 (stereo unspecified),-1,-8,x,x,1,0,1,7

# Further records.
SMILES,S100A4 inh HTS,RAD54 branch,E-sel inducer,Xi reactivation,esBAF inh,ERAP1 HTS inh,ERp5 inh,RAD52 inh
OCC[C@@H]1C[C@H](O)[C@@H](O)[C@@]2(CCCCO2)O1,-1,-2,0.0,0.0,1,x,0,-7
C#CCOCCOCCOCCNc1nc(N2CCN(C(=O)Cn3cc(CC(C)O)nn3)CC2)nc(N2CCN(C(=O)[C@H](C)n3cc(CCC(=O)O)nn3)CC2)n1 (stereo partly specified),-1,-5,0.2,-0.1,1,1,11,-5
CC(C)C[C@H]1CNC(=S)N1C[C@H]1CCCN1C[C@H](Cc1ccccc1)N1C[C@H](Cc2ccc(O)cc2)N(CC2CCCCC2)C1=S,2,6,0.1,-0.1,1,x,-1,-33
O=C(CCCC(=O)N1CCN(c2cccc(Cl)c2)CC1)c1ccccc1,-1,-1,-0.2,0.2,14,x,-3,-11
CCCCn1c(NCc2ccncc2)nc2ccccc21,-7,11,x,-0.1,-1,-5,2,-19
Cc1cc(C)cc(C(=O)NN2CCOCC2)c1,3,2,x,0.0,x,2,0,-11
CNC(=O)C[C@@H]1CC[C@@H]2[C@@H](COc3ccc(NC(=O)c4ccc(F)c(F)c4)cc3C(=O)N2C)O1,-4,3,0.1,0.9,0,2,1,7
Cc1cc(Nc2ccc(C)c(C)c2)n2nc(C)nc2n1,-2,14,0.0,0.4,-5,x,-2,5
NC(=O)CSc1nnc(-c2cc(-c3ccc(Cl)cc3)nc3ccccc23)o1,-2,x,x,0.0,x,0,6,-13
CO[C@H]1CN(C)C(=O)c2ccc(NC(C)=O)cc2OC[C@@H](C)N(C(=O)C2CCC2)C[C@@H]1C,-4,3,-0.1,-0.2,4,3,-5,8
C=CCSC(=S)NC1CCS(=O)(=O)C1 (stereo unspecified),1,x,x,0.0,x,-1,0,0
O=C(CN1C(=O)c2ccccc2S1(=O)=O)NC1CC2CCC1C2 (stereo unspecified),-5,-2,x,1.1,-1,x,u,-14
Cc1ccc(-c2nnc(Nc3ccccc3)o2)cc1,0,-9,x,x,-80,0,0,-4
O=C(C[C@@H]1CC[C@@H](NC(=O)Nc2ccc3c(c2)OCO3)[C@@H](CO)O1)NCc1ccccc1,-5,4,0.8,-0.3,3,-1,3,-8
Cc1ccc(C(=O)NCC(=O)OCc2nc3ccsc3c(=O)[nH]2)cc1C,0,-8,x,0.0,1,-3,-19,-23
CC(C)CN(C(=O)Cn1nnc(-c2ccc(Cl)cc2)n1)C1CCS(=O)(=O)C1 (stereo unspecified),-2,0,x,0.2,-6,1,-2,-15
